Peg3 prom inh – inhibitors of Peg3 promoter. HeLa PEG-Prom luciferase reporter, luminescence, overnight. inhibition, % at 20 µM. 1.7% of 360,000 active. AID 588405;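 active = inhibition of at least 50% at 20 µM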
TRPM1 prom inh – MITF TRPM1 promoter inhibition in SK-MEL-5 cells; SK-MEL-5 TRPM1 promoter luciferase, 24 h; inhibition, % at 12.5 µM; 0.83% of 330,000 active; AID 488899;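 active = mean inhibition across replicates of 60% or more, whatever share of single replicates reaches that level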; note: values of inactives mirror those of a sister screen read the other way
TWEAK Fn14 block – blocks TWEAK-Fn14 interaction in a reporter cell assay; TWEAK-stimulated Fn14 reporter cells, luciferase luminescence, 8 h; inhibition, % at 10 µM; 2% of 360,000 active; AID 1159606; in the data active = inhibition above about 50%
CF NFkB block – cystic fibrosis NF-kB activation inhibition; KKLEB NF-kB-GFP reporter, PAF-induced, GFP fluorescence overnight; inhibition, % at 5 µM; 0.86% of 360,000 active; AID 588850;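 active = at least 50% inhibition at 5 µM, scaled per plate between neutral and stimulator controls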;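 note: PAF is a Pseudomonas aeruginosa culture filtrate used as stimulus; plate controls were PAF-stimulated DMSO wells for no effect and unstimulated DMSO wells for full effect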
Shn3 3UTR inh – inhibitors of Schnurri-3 3'UTR reporter in osteoblasts. Clone20 osteoblast Shn3 3'UTR firefly luciferase, 24 h. 0.52% of 360,000 active. inhibition, % at 12.5 µM;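 active = mean inhibition of at least 75% with every replicate also reaching 75%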;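 note: 0% = median of neutral control wells and 100% = pilot-screen positive control compound; some compounds past the cut are filed as inactive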
iPSC survival up – hiPSC single-cell survival enhancement; ATPlite luminescence; 100% = ROCK inhibitor wells, 0% = DMSO; AID 602274; survival enhancement, % at 20 µM; 0.044% of 360,000 active; in the data active = survival enhancement above about 18%;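 note: cells exposed to compounds for 16 hours before the ATP read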
aDG glyco act – alpha-DG glycosylation activation; activation, % at 10 µM; 0.22% of 360,000 active; Pro5-aDG cells, alpha-DG glycosylation AlphaScreen (IIH6); 0% Pro5, 100% B10-LARGE cell signal;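 active = activation of at least 8% versus controls, or a plate z-score of at least 8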;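 note: Pro5 are CHO cells carrying HIG-tagged alpha-DG that lacks glycosylation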
NR2E3 ag-1 – NR2E3 (human) agonism | Q9Y5X4 | GST-NR2E3/biotin-RetCOR TR-FRET, 1536-well | inhibition of corepressor binding, % at 4.78 µM | 0.12% of 320,000 active | AID 2300;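 active = percent inhibition above the cutoff of mean plus 3 SD of all tested compounds, set per screening campaign, cut at about 20% in these data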;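 note: 0% = DMSO wells and 100% = biotin wells as full block of FRET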
Target sequence (Q9Y5X4 whole entry, looked up): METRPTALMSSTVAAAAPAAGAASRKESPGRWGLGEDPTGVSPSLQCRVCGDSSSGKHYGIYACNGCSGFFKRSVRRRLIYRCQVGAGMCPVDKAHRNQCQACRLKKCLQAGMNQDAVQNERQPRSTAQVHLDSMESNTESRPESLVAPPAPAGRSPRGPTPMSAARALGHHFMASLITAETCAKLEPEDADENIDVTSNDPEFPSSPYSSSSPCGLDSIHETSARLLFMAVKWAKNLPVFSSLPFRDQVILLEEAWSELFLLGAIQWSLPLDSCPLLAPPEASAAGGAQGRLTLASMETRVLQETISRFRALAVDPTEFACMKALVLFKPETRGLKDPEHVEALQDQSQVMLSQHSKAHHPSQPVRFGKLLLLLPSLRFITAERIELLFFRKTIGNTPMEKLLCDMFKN
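Format: 1536-well format; test system: GST-NR2E3 and biotin-RetCOR proteins; read-out basis: percent inhibition of TR-FRET ratio; timing: 5 h incubation at 4 °C; detection: time-resolved FRET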
HIF-2a block – blocks HIF-2a reporter activity; inhibition, % at 18.8 µM; 786-0 RCC cells HIF-2a reporter, luciferase luminescence, overnight; 0.72% of 360,000 active;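 active = inhibition of the luminescence signal of 40% or more relative to plate controls, in a single-dose primary screen at 18.75 µM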
NR2E3 ag-2 – agonists of human NR2E3 nuclear receptor. Q9Y5X4. CHO-S Gal4-NCOR/VP16-NR2E3 two-hybrid, luciferase. inhibition of corepressor binding, % at 3.98 µM. 0.35% of 360,000 active. AID 602229;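 active = inhibition above the mean of all tested compounds plus 3 SD, cut at about 70% in these data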;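 note: 0% = DMSO with NR2E3 transfected cells and 100% = cells lacking NR2E3 construct; higher means lower luciferase signal from less NR2E3 corepressor binding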
KKLEB tox – counter-screen for CF NF-kB inhibitors: cytotoxicity | activity change (cytotoxicity), % at 5 µM | 0.36% of 360,000 active | KKLEB CF airway cells viability, ATPlite luminescence, overnight; hits give low values; cells stimulated with P. aeruginosa culture filtrate;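 active = corrected activity change at or below -50% at 5 µM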
* hit, by the source's call; / = not tested or not shown.

Results follow in this order: Peg3 prom inh	TRPM1 prom inh	TWEAK Fn14 block	CF NFkB block	Shn3 3UTR inh	iPSC survival up	aDG glyco act	NR2E3 ag-1	HIF-2a block	NR2E3 ag-2	KKLEB tox
1: COCCN=c1scc(-c2ccco2)n1/N=C/c1ccc(O)c(O)c1O
→ -18	2	-9	-11	46	-0.2	-0.3	6	6	-21	-5
2: CC(C)(C)c1nnc(SCC(=O)Nc2ccc(N3CCCCC3)cc2)n1N
→ -181	-38	-11	18	-62	-0.3	4.1	1	-171	-31	16
3: Cc1ccc(-n2nnnc2SCC(=O)NNC(=O)c2ccc([N+](=O)[O-])cc2)cc1
→ 3	-8	-16	8	-3	-0.3	-0.1	1	-5	-45	6
4: COc1ccc(N(CC(=O)N2CCCCC2)S(=O)(=O)c2ccccc2)c(OC)c1
→ -3	8	9	-13	-1	0.7	-0.2	0	-13	-11	8
5: O=C(NC(Cc1ccccc1)C(=O)NC1CC1)OCc1ccccc1 (stereo not given)
→ 7	2	17	-4	-16	-0.1	2.8	1	2	19	-6
6: COCCNc1oc(-c2ccco2)nc1S(=O)(=O)c1ccccc1
→ 17	21	6	-3	-6	-0.5	-0.4	3	13	-18	8
7: O=S(=O)(c1ccc(Cl)cc1)N1CCC2(CC1)OCCO2
→ -1	12	-1	2	8	-0.5	-0.1	-3	9	-26	11
8: CN(Cc1ccc(OCC(O)CN2CCCCC2)cc1)Cc1ccnc2ccccc12 (stereo not given)
→ 11	15	24	1	87*	-1.2	4.2	/	14	29	2
9: Clc1ccc(OCCN2CCCCC2)c(Cl)c1
→ -16	-13	-16	-6	-2	-0.8	0.1	0	-34	-16	-12
10: Cc1ccc(C(=O)OCC(=O)NCC2COc3ccccc3O2)cc1 (stereo not given)
→ -12	-3	7	-26	-5	0.4	-0.2	4	-7	6	-2
11: COc1ccc(N(C(=O)Cn2nnc(-c3ccc(C)o3)n2)C(C(=O)NC2CCCC2)c2ccncc2)cc1 (stereo not given)
→ 17	2	-22	8	-8	1.2	0.1	0	17	4	3
12: O=C(CN(CC1CCCO1)C(=O)CNS(=O)(=O)c1ccc(Cl)cc1)NCc1ccccc1 (stereo not given)
→ 8	3	2	4	-5	-0.3	1.3	1	15	-7	3
13: Cc1ccc(NC(=O)COC(=O)c2ccccc2Nc2ccccc2)cc1
→ 7	-5	8	10	14	-0.4	0.7	-1	7	-19	0
14: Cc1ccc(S(=O)(=O)Nc2cccc(Cl)c2)cc1NC(=O)C1CC1
→ 22	8	-3	0	-11	-0.3	0.2	/	17	-1	9
15: Cn1cccc1Cc1nnc(SCC(=O)Nc2ccc3c(c2)OCO3)n1-c1ccc(F)cc1
→ -2	10	17	15	-6	0.2	0.0	-1	-7	-2	6
16: COC(=O)c1cc(CNC(=O)c2cccc(Cl)c2)ccc1OC
→ 9	9	-9	-12	9	-0.4	-0.1	3	16	-5	2
17: CCC1C(=NO)C(CC)C(c2ccccc2)NC1c1ccccc1 (stereo not given)
→ 64*	-9	-6	48	44	-0.6	0.8	1	32	-13	-8
18: COc1cc2c(cc1OC)CC(=O)NC=C2
→ 13	-7	-9	-2	-5	-1.0	0.0	3	15	-14	-3
19: O=C(CCN1CCN(Cc2ccccc2)CC1)Nc1ccccc1Cl
→ 15	4	-2	-7	11	4.1	0.2	1	-7	-8	0
20: COc1ccc(CNC(=O)C2CCCN(S(=O)(=O)c3ccc(F)cc3)C2)cc1 (stereo not given)
→ 20	10	-2	12	2	0.2	0.4	2	16	0	-12
21: O=[n+]1c2c(n([O-])c3cc(Cl)ccc31)CCCC2
→ 0	-1	-1	-4	-3	3.4	0.0	4	-6	-6	2
22: CCOc1ccc(NC(=O)CC2C(=O)N(c3ccc(OC)c(Cl)c3)C(=S)N2C2CC2)cc1 (stereo not given)
→ 16	10	15	16	7	-0.1	-0.3	2	22	0	-21
23: CN(C)Cc1c(O)c(Cl)cc2c3c(c(=O)oc12)CCCC3
→ 17	14	-3	-7	-16	-2.9	0.0	2	-3	2	4
24: CN(C)S(=O)(=O)c1ccc(N2CCCC2)c(C(=O)NNC(=O)c2ccc(F)cc2)c1
→ 7	-10	-40	-1	4	-0.6	-0.3	-3	12	0	-11
25: CC(C)N(Cc1nc(-c2ccccc2)no1)C(=O)COc1ccccc1
→ 7	3	-8	12	-1	1.0	0.0	-2	15	-4	0
26: O=C(CCSCc1ccccc1F)NCc1ccc(F)cc1
→ 7	4	-15	5	-2	-0.1	-0.1	0	18	-6	4
27: Cn1c(=NC(=O)c2cccc([N+](=O)[O-])c2)sc2ccccc21
→ -181	-4	12	-32	-45	-0.2	0.1	4	-250	-156	0
28: CCCN1C(=O)/C(=C/c2ccc(C)s2)NC1=S
→ -27	-7	15	-5	-8	-1.3	0.1	-1	-14	6	1
29: Cc1cccc(NC(=O)CN2NS(=O)(=O)c3ccccc3C2=O)c1
→ -8	4	-3	-4	2	1.5	0.2	-1	0	-5	4
30: CC(C)c1ccc(-c2nc(N3CCOCC3)[nH]c(=O)c2C#N)cc1
→ 18	10	-4	7	-27	-1.0	-0.3	0	5	-20	-14

Among those listed so far, these have a nitro group on carbon.
Results follow in this order: Peg3 prom inh	TRPM1 prom inh	TWEAK Fn14 block	CF NFkB block	Shn3 3UTR inh	iPSC survival up	aDG glyco act	NR2E3 ag-1	HIF-2a block	NR2E3 ag-2	KKLEB tox
3: Cc1ccc(-n2nnnc2SCC(=O)NNC(=O)c2ccc([N+](=O)[O-])cc2)cc1
→ 3	-8	-16	8	-3	-0.3	-0.1	1	-5	-45	6
27: Cn1c(=NC(=O)c2cccc([N+](=O)[O-])c2)sc2ccccc21
→ -181	-4	12	-32	-45	-0.2	0.1	4	-250	-156	0

Some of the entries so far, tab-delimited:
No.	smiles	Peg3 prom inh	TRPM1 prom inh	TWEAK Fn14 block	CF NFkB block	Shn3 3UTR inh	iPSC survival up	aDG glyco act	NR2E3 ag-1	HIF-2a block	NR2E3 ag-2	KKLEB tox
23	CN(C)Cc1c(O)c(Cl)cc2c3c(c(=O)oc12)CCCC3	17	14	-3	-7	-16	-2.9	0.0	2	-3	2	4
27	Cn1c(=NC(=O)c2cccc([N+](=O)[O-])c2)sc2ccccc21	-181	-4	12	-32	-45	-0.2	0.1	4	-250	-156	0

Further compounds.
Results follow in this order: Peg3 prom inh	TRPM1 prom inh	TWEAK Fn14 block	CF NFkB block	Shn3 3UTR inh	iPSC survival up	aDG glyco act	NR2E3 ag-1	HIF-2a block	NR2E3 ag-2	KKLEB tox
31: O=C(NCC1(O)CCCCC1)C1CCC(=O)N(CCc2ccccc2)C1 (stereo not given)
→ 11	-9	9	-8	-12	-0.3	0.1	1	6	-21	31
32: Cc1ccc(S(=O)(=O)Cn2nnnc2C(c2ccc(F)cc2)N2CCCCC2)cc1 (stereo not given)
→ 22	-4	17	0	13	-1.6	0.1	-1	14	-23	6
33: COCCNC(=O)/C(C#N)=C/c1cn(CC(=O)NCc2ccco2)c2ccccc12
→ 15	9	-22	-2	7	-0.8	0.2	2	10	-13	-4
34: Oc1ccc(C(=S)N2CCCCCC2)cc1
→ 17	-5	-2	-4	0	2.6	0.0	3	15	8	7
35: CCOC(=O)c1csc(N/N=C2\CCCc3ccccc32)n1
→ -60	/	-10	-6	6	1.3	0.0	-3	-70	-45	4
36: Cc1ccc(CNCc2cccnc2)cc1
→ 4	-5	-4	-8	2	-3.4	0.3	3	0	-11	5
37: C=CCN(CC=C)CCOc1ccccc1F
→ -4	6	-10	-2	-25	0.2	0.0	3	8	-26	-16
38: COc1ccc(CNC(=O)C[C@H]2C[C@H](C(=O)N(C(C)C)C(C)C)[C@@]3(C)c4[nH]c5cc(-c6ccco6)ccc5c4CCN3C2=O)cc1OC
→ 22	18	27	14	15	-0.8	0.4	/	5	-39	-14
39: COc1ccccc1/C=N/NC(=O)c1cccc(NC(=O)c2ccccc2C)c1
→ 14	-4	-3	-5	-5	-0.7	0.0	4	1	14	-4
40: CCOc1ccc(CCNC(=O)c2c(C)nn(-c3ccccc3)c2Cl)cc1OCC
→ 24	2	-14	-8	0	1.0	-0.2	2	16	11	-16
41: CCOC(=O)CN1C(=O)S/C(=C/c2ccc(OCc3ccc(C(=O)O)cc3)cc2)C1=O
→ 6	5	-4	4	-4	-0.3	-0.3	2	7	-19	1
42: COc1ccc(-c2nc(CCNC(=O)c3ccco3)cs2)cc1OC
→ 2	14	3	7	2	0.8	0.3	1	0	-20	-16
43: Cc1cc(C)c2nc(N3CCC(C(=O)NCc4ccccn4)CC3)sc2c1
→ -97	-13	-6	-15	-8	0.4	-0.2	3	-59	-68	7
44: CCOC(=O)c1ccccc1NC(=O)CC(C)CC(=O)O (stereo not given)
→ -2	4	-2	4	-2	-1.9	-0.2	5	25	-14	-10
45: CCN1C(=O)C(O)(CC(=O)c2cccc(-n3cccc3)c2)c2ccccc21 (stereo not given)
→ 36	9	26	-1	5	-0.4	-0.1	-2	9	3	-10
46: CCN(C(=O)CN1C(=O)S/C(=C\c2ccccc2Cl)C1=O)C1CCS(=O)(=O)C1 (stereo not given)
→ -33	/	-2	-8	-6	0.2	0.5	/	-6	-1	-1
47: COC(=O)C1=C(N)Oc2cc(C)[nH]c(=O)c2C1c1ccncc1 (stereo not given)
→ 2	-3	-13	9	-4	-0.7	-0.3	-1	15	-13	3
48: O=C(C[C@H]1C/C=C\CC[C@H](Cc2ccc(F)cc2)C(=O)OCCNC1=O)NCCO
→ -5	0	-10	-7	3	-2.3	-0.3	/	6	-25	1
49: COc1cccc(-n2c(=O)c3ccccc3n3c(=S)[nH]nc23)c1
→ 1	14	10	-15	-14	-0.7	0.1	0	18	-25	6
50: COc1ccc(Cl)cc1CN1CCOCC1
→ 16	-2	3	-3	-2	-0.1	0.0	3	14	-17	0
51: Oc1ccc(Cl)cc1CNCc1ccc(F)cc1
→ -117	-30	-23	-10	-11	-1.1	0.0	0	-42	-2	3
52: CC(C)(C)CC(=O)Nc1ccc(S(=O)(=O)N2CCCC2)cc1
→ 5	5	-11	11	-4	0.1	-0.3	3	3	-17	4
53: COc1cccc(C(=O)Nc2ccccc2F)c1
→ -177	-61	0	-6	-26	-0.9	0.0	-3	-185	-35	4

Source: PubChem BioAssay (several laboratories)
